uPA generation = blocks generation of uPA at the cell surface. cell surface uPA generation assay, qHTS. Potency, µM (series often up to 38.3 µM), inactives show at the highest dose activity change, negative = inhibition, most hits filed as inhibitors. 330,000 compounds, 0.31% hits. AID 540303; active = well fitted inhibition curve with a large enough effect; inconclusive = small, poorly fitted or top-dose-only effect; inactive = no such curve, though single readings can be large or run the other way; tested in mouse RAW 264.7 cells; note: potency is the fitted concentration of half-maximal effect; % is set by controls: 0 for no effect and ±100 for the full control effect; nearly all actives have a fitted effect of over 55% in size
Integrin act MD = integrin-mediated muscular dystrophy alleviation activation | alpha7betagal myoblasts, beta-gal FDG fluorescence, 48 h | Potency, µM (doses to about 38.3 µM), without a hit: at the top dose activation, actives largely listed as activators | 350,000 compounds, 0.064% hits | AID 624291;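 note: potency is the fitted concentration of half-maximal effect; 100% = response of the positive control SU9516; nearly all actives have a fitted effect of over 60% in size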
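alpha7betagal+/- myoblasts (passage 13, 250/well) treated 48 h at 37C with compounds at 1:260 dilution of DMSO stock. Lysed, then beta-galactosidase activity read as FDG fluorescence (ex 480/em 540) after 30 min, with pre-read for autofluorescence.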
p53 reactivation = re-activators of mutant p53. H1299 p53-A138V BP100-luciferase reporter, luminescence, 24 h. Potency, µM (highest dose often 92.2 µM), inactives show at the highest dose activity change, positive = activation, usual class: activators. 320,000 compounds, 0.063% hits. AID 504706; note: potency is the fitted concentration of half-maximal effect; % of control where 0% means no effect; nearly all actives have a fitted effect of over 45% in size
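p53-null H1299 cells stably carrying temperature-sensitive p53-A138V and a BP100-luciferase reporter were pinned with compounds (4-point, 1:5 series) and held 24 hrs at 37 deg C. Luminescence was read 10 min after detection reagent.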
B2AR arrestin = agonists driving beta-arrestin recruitment to human beta2-adrenergic receptor | beta-arrestin recruitment to beta2AR, cell-based reporter | 330,000 compounds, 0.02% hits | P07550 | Potency, µM (highest dose often 46.1 µM), for the others: at the highest dose activation, hits mostly activators;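 note: potency is the fitted concentration of half-maximal effect; 0% = DMSO controls and full agonism = EC100 isoproterenol or metaproterenol; nearly all actives have a fitted effect of over 65% in size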
Target sequence (P07550 whole entry, looked up): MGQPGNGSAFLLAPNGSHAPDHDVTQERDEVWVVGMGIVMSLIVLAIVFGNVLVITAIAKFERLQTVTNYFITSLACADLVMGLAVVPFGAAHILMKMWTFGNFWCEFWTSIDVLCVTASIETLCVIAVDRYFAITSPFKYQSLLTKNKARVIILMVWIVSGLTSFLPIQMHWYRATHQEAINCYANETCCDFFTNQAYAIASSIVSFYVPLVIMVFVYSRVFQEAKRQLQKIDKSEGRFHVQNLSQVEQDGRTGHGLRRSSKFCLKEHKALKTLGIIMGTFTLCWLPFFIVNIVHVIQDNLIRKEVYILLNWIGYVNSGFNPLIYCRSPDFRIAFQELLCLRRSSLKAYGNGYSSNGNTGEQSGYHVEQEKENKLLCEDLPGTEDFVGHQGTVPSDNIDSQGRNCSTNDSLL
S-ASM inh = inhibitors of human secretory acid sphingomyelinase. P17405. placental ASM, HMU-PC fluorogenic substrate, 60 min. Potency, µM (top dose mostly 57.5 µM), for the others: top-dose activity change, negative = inhibition, hits mostly inhibitors. 340,000 compounds, 0.006% hits. AID 504937; note: potency is the fitted concentration of half-maximal effect
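Human placenta-derived ASM preincubated with compound 10 min at room temperature, then reacted with 9 uM (final) fluorogenic HMU-PC substrate for 60 min at 37 C. Stop solution raises pH to 10; fluorescence read at Ex 386/Em 447 nm.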
PTAP TSG101 blk = blocks PTAP/TSG101 interaction to inhibit HIV-1 budding; Fluorescence polarization, FITC-PTAP peptide / Tsg101 binding; Potency, µM (titrated, usually from 115 µM), without a hit: at the top dose activity change, negative = inhibition, most hits filed as inhibitors; 340,000 tested, under 10 active; AID 493005; Q99816; active = well fitted inhibition curve with a large enough effect in the main read-out, with a control signal flat, not every such curve was filed as active; inconclusive = small, poorly fitted or top-dose-only effect, or effect the other way, or a change in a side signal; inactive = no such curve, though single readings can be large or run the other way; note: potency is the fitted concentration of half-maximal effect; % of control where 0% means no effect
Target sequence (Q99816 whole entry, looked up): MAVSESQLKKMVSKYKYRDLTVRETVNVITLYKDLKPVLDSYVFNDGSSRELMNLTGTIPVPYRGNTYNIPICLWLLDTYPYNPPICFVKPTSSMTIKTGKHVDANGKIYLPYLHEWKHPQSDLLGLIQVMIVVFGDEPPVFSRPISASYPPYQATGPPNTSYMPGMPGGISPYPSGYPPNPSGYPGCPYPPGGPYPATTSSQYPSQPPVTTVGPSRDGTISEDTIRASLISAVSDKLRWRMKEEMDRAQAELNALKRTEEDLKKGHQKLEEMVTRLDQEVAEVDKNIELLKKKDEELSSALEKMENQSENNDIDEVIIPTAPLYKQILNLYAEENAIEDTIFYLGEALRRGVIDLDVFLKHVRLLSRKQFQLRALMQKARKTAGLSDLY
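Fluorescence polarization binding of Tsg101 binding domain (10 uM final) to FITC-labeled PTAP peptide (50 nM final) in HEPES pH 7.5 buffer with NaCl, Tween 20, EDTA, TCEP. Compounds added before peptide; binding 20 min at RT.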
BRCA1 expr up = increases BRCA1 expression; MCF7-BRCA1-FFLuc reporter, luminescence, 48 h; response scale: scaled: vehicle 0%, 10 µM genistein 100%; Potency, µM (titrated, usually from 46.1 µM), for the others: at the top dose activation, usual class: activators; 380,000 compounds, 1.1% hits; AID 624202; note: potency is the fitted concentration of half-maximal effect; nearly all actives have a fitted effect of over 80% in size; some results filed as inactive show a strong effect at the top dose
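MCF7-BRCA1-FFLuc, 2000 cells/well; 2 h attach, 37 °C/5% CO2; compound 48 h; luciferase substrate 15 min; luminescence end-point. Norm. to genistein 10 microM max activation and DMSO; concentration-response curves fitted.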
ELG1 genotoxic = induces genotoxicity in HEK293T cells with luciferase-tagged ELG1. 330,000 compounds, 1.3% hits. AID 504466. HEK293T ELG1-luciferase reporter, luminescence, 16 h. Potency, µM (top dose mostly 46 µM), without a hit: at the highest dose activity change, positive = activation, usual class: activators; note: potency is the fitted concentration of half-maximal effect; % of control where 0% means no effect; nearly all actives have a fitted effect of over 60% in size
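Luminescence read-out: rising ELG1-luciferase signal, reflecting elevated ELG1 protein under genetic stress, flags genotoxic compounds. Cells were treated for 16 hr at 37 °C before ONE-Glo detection.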
TRPV1 ag = agonists of human vanilloid receptor 1 (TRPV1). Q8NER1. TRPV1-expressing cells, Fluo-8 calcium influx, agonist mode. activation, % at 8.33 µM. 320,000 compounds, 0.19% hits. AID 540275; in the data active = activation above about 80%; inconclusive = between about 30% and that limit; note: 0% is about no effect
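TRPV1-expressing cells were cultured overnight at 35.5C and loaded with Fluo-8 calcium dye for 40 to 90 min at room temperature. After a 10 s baseline, compound was added and calcium influx was read kinetically for 3 min (ex 480/em 520 nm).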
Eya2 phos inh = Eya2 (human) phosphatase inhibition. O00167. recombinant Eya2, OMFP fluorescence dephosphorylation (OMFP is methylfluorescein phosphate). Potency, µM (series often up to 76.9 µM), for the others: top-dose activity, negative = inhibition, hits mostly inhibitors. 330,000 compounds, 0.006% hits. AID 488837; note: potency is the fitted concentration of half-maximal effect; % is set by controls: 0 for no effect and ±100 for the full control effect
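Eya2 (0.2 uM) preincubated 10 min at ambient with compound, then OMFP substrate added at 50 uM; 10 min reaction in 50 mM HEPES pH 7.5, 50 mM NaCl, 5 uM MgCl2, 0.05% BSA, 1 mM DTT. Fluorescence read at Ex 485/Em 525 nm.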
USP2a block = USP2a (human) protease inhibition | AID 463254 | USP2 core, Ub-CHOP2 coupled fluorogenic reporter, 485/531 | 330,000 compounds, 0.01% hits | Potency, µM (titrated, usually from 38.3 µM), for inactives: top-dose activity change, negative = inhibition, actives largely listed as inhibitors | O75604;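 note: potency is the fitted concentration of half-maximal effect; plate controls were DMSO wells for no effect and full inhibition by NEM control for full effect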
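Deubiquitinase activity read as fluorescence (485/531 nm) after Ub-CHOP2 cleavage activates the enterokinase reporter on its substrate; USP2 core 10nM, Ub-CHOP2 and substrate 25nM each, 30min compound preincubation then 60min RT; data normalized to NEM, curves fitted.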
An asterisk follows results filed as active; u = inconclusive; x = no result given; [ ] = dose if it differs, or a comment. Unless noted, calls come from the whole dose curve; as a rule, active = well fitted curve in the direction sought with a large enough effect; inconclusive = small, poorly fitted or top-dose-only effect, or another doubt; inactive = no such curve, though single readings can be large; an effect the other way counts as inactive or inconclusive.

mol	uPA generation	Integrin act MD	p53 reactivation	B2AR arrestin	S-ASM inh	PTAP TSG101 blk	BRCA1 expr up	ELG1 genotoxic	TRPV1 ag	Eya2 phos inh	USP2a block
CC1CCCCC1NC(=O)C1CCC(CNS(=O)(=O)c2ccc(F)cc2)CC1 (stereo not drawn)	0%	u	0%	0.2%	4%	1%	12%	5%	0	-10%	4%
CCCCNC(=S)NNC(=O)C12CC3CC(CC(C3)C1)C2	0%	-16%	0%	-0.2%	1%	-3%	-23%	-5%	5	1%	1%
C/C(=N\NC(=O)c1cc(-c2ccc(C)s2)[nH]n1)c1ccncc1	7%	-19%	3%	-0.6%	-9%	-1%	-31%	-5%	0	-23%	1%
COc1cccc(NC(=O)CN(C)C(=O)c2c(-c3c(F)cccc3Cl)noc2C)c1	4%	17%	-6%	0.1%	2%	0%	-8%	1%	6	12%	3%
CCN(CC)CCNc1ncnc2c1[nH]c1ccc(OC)cc12	x	x	15%	0.5%	x	x	x	-1%	0	3%	1%
CCCCn1c(NCc2ccccn2)nc2ccccc21	x	5%[7.66 µM]	3%	0.1%	2%	-6%	22%	14%	3	7%	-1%
CC(C)[C@H](NC(=O)C1CC(=O)N(c2ccc3c(c2)OCO3)C1)C(=O)NC1CCCC1 (stereo partly drawn)	9%	-15%	-7%	0.2%	-3%	5%	-8%	0%	-3	-8%	3%
CC(C)c1cc(N=O)cc(C(C)C)c1O	4%	9%	x	x	-4%	-1%	-6%	x	x	x	x
COC(=O)c1sc2nc(-c3ccccc3)nc(N3CCN(C)CC3)c2c1C	-1%	16%	0%	-0.4%	40%	0%	-44%	-1%	11	13%	-1%
O=C(NC1CCN(Cc2ccccc2)CC1)c1cc(S(=O)(=O)N2CCOCC2)ccc1Cl	4%	-5%	x	x	3%	1%	0%	x	x	x	x
Cc1noc(C)c1CSCC(=O)N(CC(C)C)c1c(N)n(Cc2ccccc2)c(=O)[nH]c1=O	2%	-6%	5%	-0.4%	x	-3%	-15%	3%	0	-27%	2%
COc1ccc(C(CNC(=O)COc2ccc(F)cc2Cl)N2CCOCC2)cc1 (stereo not drawn)	-5%	3%	-9%	-0.4%	2%	-1%	-22%	0%	7	8%	0%
O=C(CSc1ccc(Cl)cc1)Nc1ccc(N2CCN(C(=O)c3ccc(Cl)cc3)CC2)cc1	x	-1%[7.66 µM]	2%	0.5%	-2%	-4%	-35%	-2%	-4	3%	2%
CSCC[C@H](NC(=O)c1cccs1)C(=O)N1CCC2(CC1)NCCc1[nH]cnc12	1%	u	6%	-0.1%	6%	-1%	1%	1%	0	1%	5%
CCn1cc(C(=O)NCc2ccc3c(c2)OCO3)c(=O)c2ccc(C)nc21	x	x	2%	-0.2%	x	x	x	-1%	-1	-5%	0%
CCCCOc1ccc(-c2nnn(C(C)(C)C(=O)OC)n2)cc1	7%	-23%	12%	-0.2%	-9%	-2%	66%	7%	9	-14%	1%
CCOC(=O)C1=CNS(=O)(=O)NC1CCc1ccccc1 (stereo not drawn)	-4%	-21%	-6%	0.0%	5%	-7%	-5%	3%	x	3%	1%
O=[N+]([O-])c1ccccc1S(=O)(=O)N1CCSCC1	-8%	-32%	5%	-0.2%	2%	1%	-10%	0%	0	11%	0%
COc1ccc(Cl)cc1NS(=O)(=O)c1cccc(C(=O)NCC(c2ccco2)N(C)C)c1 (stereo not drawn)	0%	-1%	0%	-0.3%	7%	0%	-12%	-7%	-2	4%	0%
COc1ccc(CC(=O)NCc2ccccc2)cc1	u	-36%	x	-0.1%	-8%	-6%	0%	6%	7	12%	-2%
Cc1cc(=O)nc2c3ccccc3n(C(C)C(=O)NCCC(C)C)n12 (stereo not drawn)	-4%	-40%[inhibitor]	-5%	-0.8%	2%	0%	-5%	-2%	-2	-3%	0%
O=C(CNC(=O)C12CC3CC(CC(C3)C1)C2)OCC(=O)N1CCCCC1	0%	2%	2%	-0.2%	-1%	1%	1%	-3%	1	5%	-2%
CCN1/C(=C/C=C/c2oc3ccc4ccccc4c3[n+]2CC)Oc2ccc3ccccc3c21	-20%	-88%[inhibitor]	9%	0.2%	-8%	u	-30%	-7%	25	u	u
Cc1[nH]ccc(=O)c1Cc1c(Cl)cccc1Cl	1%	31%	-1%	0.2%	-2%	-6%	-5%	-4%	-1	3%	3%
CCc1nnc(NC(=O)CSc2ccc(Cl)cc2)s1	-4%	21%	-3%	-0.1%	-2%	-2%	-10%	-2%	-2	7%	0%
O=C(CCNC(=O)c1ccccc1Cl)NN1C(=O)NC2(CCCCC2)C1=O	8%	5%	6%	0.2%	2%	-5%	-12%	0%	-1	-16%	1%
COc1cccc(-c2cc(C(=O)N3CCN(C(=O)c4ccco4)CC3)on2)c1	0%	-52%[inhibitor]	0%	0.0%	-3%	1%	27%	1%	3	6%	2%
O=C(CSc1nnc(CNC(=O)c2ccccc2)o1)NCc1ccc2c(c1)OCO2	3%	-6%	-15%	-1.1%	0%	0%	-7%	0%	-2	6%	1%
Cn1c(SCC(=O)N2CCN(S(=O)(=O)c3ccc(Cl)cc3)CC2)nc2ccccc21	0%	-12%	-2%	0.0%	-9%	-4%	-52%	-10%	-7	9%	-8%
COCCNC(=S)NN(c1ccccc1)c1ccccc1	4%	-9%	4%	-0.3%	1%	1%	-4%	-4%	-3	9%	0%

(continued)
mol	uPA generation	Integrin act MD	p53 reactivation	B2AR arrestin	S-ASM inh	PTAP TSG101 blk	BRCA1 expr up	ELG1 genotoxic	TRPV1 ag	Eya2 phos inh	USP2a block
Cc1ccc(C(=O)NCC(=O)OCC(=O)Nc2cccc(S(=O)(=O)N3CCCC3)c2)cc1C	1%	-20%	-2%	-0.3%	0%	0%	21%	2%	16	-14%	-1%
O=C1NC(=O)c2cc3ccccc3cc21	-25%	u	6%	-0.2%	40%[activator]	-1%	7%	4%	-2	10%	0%
COC(=O)[C@H](Cc1ccccc1)NCCCn1cnc(C(=O)Nc2ccc(C)c(C)c2)n1	-5%	1%	x	x	-5%	2%	0%	x	x	x	x
CCN(CC)S(=O)(=O)c1ccc(N2CCOCC2)c(NC(=O)Cc2ccc(Cl)cc2)c1	0%	-4%	-2%	-0.6%	-1%	0%	-10%	-6%	-1	-9%	0%
CCC(=O)Nc1cccc(-c2nc3ccccc3o2)c1	-2%	13%	-7%	0.4%	-1%	-4%	u	11%	u	-15%	0%
CC(C)CC(C)NC(=O)c1ccc(C(F)(F)F)cc1 (stereo not drawn)	1%	0%	6%	-0.6%	3%	-1%	13%	3%	u	2%	6%
CCCNC(=O)C1CN(C(=O)c2nn(Cc3ccccc3)c(=O)c3ccccc23)c2ccccc2O1 (stereo not drawn)	17%	-19%	-3%	-0.1%	-2%	-1%	-16%	-7%	19	-7%	0%
CC(C)Oc1ccc(C2NC(=O)NC2=O)cc1 (stereo not drawn)	1%	6%	-4%	0.2%	4%	-6%	2%	1%	-3	5%	-1%
COc1ccccc1Nc1nc(Cl)c(C=O)s1	3%	-27%	u	-1.0%	3%	3%	33%	-10%	3	-13%	7%
CC(OC(=O)Cn1cnc2c1c(=O)n(C)c(=O)n2C)C(=O)c1ccccc1 (stereo not drawn)	-1%	-17%	12%	-0.2%	-3%	2%	-23%	-1%	-4	-3%	-8%
CN(Cc1cccs1)C(=O)Cc1csc(-c2ccccc2)n1	-5%	u	28%	0.3%	-1%	-4%	u	u	6	4%	7%
COc1ccc(C)cc1-n1nnnc1SCc1cc(=O)n2cc(C)ccc2n1	-2%	-6%	-8%	-0.8%	5%	2%	-47%	-8%	3	16%	-7%
COC(=O)c1cc(OC)c(OC)cc1NC(=S)N1CCN(C/C=C/c2ccccc2)CC1	0%	-17%	-12%	0.0%	-4%	0%	-38%	-4%	u	0%	0%

Compound activity as filed in PubChem BioAssay.
